# High-throughput results: PubChem BioAssay, National Center for Advancing Translational Sciences (NCATS)
# Apoferritin bind: binds horse apoferritin like a general anesthetic; Potency, µM (top dose mostly 77.5 µM), for the others: top-dose activity change, negative = displacement, hits mostly inhibitors; 350,000 compounds, 0.074% hits; P02791; apoferritin/1-aminoanthracene competitive binding, fluorescence; AID 485281; note: potency is the fitted concentration of half-maximal effect; % is set by controls: 0 for no effect and ±100 for the full control effect; nearly all actives have a fitted effect of over 20% in size
#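 Concentration-response curves derived by four-parameter Hill fitting of normalized fluorescence, where compounds displaced 1-AMA from 10 uM horse apoferritin following a brief 10 min room-temperature incubation; propofol titration acted as positive control.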
# D1 agonist: agonists of human D1 dopamine receptor; P21728; activation, % at 2 µM; HEK293 T-REx D1 cells, calcium flux, agonist mode; 360,000 compounds, 1% hits; AID 504660; in the data active = activation above about 30%; note: 0% is about no effect
# Target sequence (P21728 whole entry, looked up): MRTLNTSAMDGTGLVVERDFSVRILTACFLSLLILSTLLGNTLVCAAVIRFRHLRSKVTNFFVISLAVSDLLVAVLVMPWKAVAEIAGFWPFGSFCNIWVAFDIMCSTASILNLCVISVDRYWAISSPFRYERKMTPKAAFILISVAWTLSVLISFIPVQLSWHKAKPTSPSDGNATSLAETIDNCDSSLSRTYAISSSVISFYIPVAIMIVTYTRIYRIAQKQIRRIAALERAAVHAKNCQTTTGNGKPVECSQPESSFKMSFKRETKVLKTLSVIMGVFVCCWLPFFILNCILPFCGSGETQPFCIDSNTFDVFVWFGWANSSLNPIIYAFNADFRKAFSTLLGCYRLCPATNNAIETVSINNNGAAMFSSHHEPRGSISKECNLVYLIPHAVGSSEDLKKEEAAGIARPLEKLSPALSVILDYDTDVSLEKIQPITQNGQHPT
#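 Tetracycline-induced HEK293 TREx D1 cells, force-coupled to calcium signalling, were dye-loaded with a no-wash calcium kit. Compound was pin-added after a 10 s baseline. Fluorescence was read kinetically at 1 cycle/s for 180 s, with calcium rises flagged as agonism.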
# D1 potentiator: potentiators of human D1 dopamine receptor; P21728; HEK293 TREx D1 cells, calcium flux, dopamine EC20 potentiation; potentiation, % at 10 µM; 360,000 compounds, 0.036% hits; in the data active = potentiation above about 30%; note: 0% is about no effect
# TRHR ag: agonists of human TRH receptor; TRHR cells, calcium flux fluo-8, FDSS agonist mode; 360,000 compounds, 0.18% hits; activation, % at 2 µM; P34981; in the data active = activation above about 30%; note: 0% is about no effect
# Target sequence (P34981 whole entry, looked up): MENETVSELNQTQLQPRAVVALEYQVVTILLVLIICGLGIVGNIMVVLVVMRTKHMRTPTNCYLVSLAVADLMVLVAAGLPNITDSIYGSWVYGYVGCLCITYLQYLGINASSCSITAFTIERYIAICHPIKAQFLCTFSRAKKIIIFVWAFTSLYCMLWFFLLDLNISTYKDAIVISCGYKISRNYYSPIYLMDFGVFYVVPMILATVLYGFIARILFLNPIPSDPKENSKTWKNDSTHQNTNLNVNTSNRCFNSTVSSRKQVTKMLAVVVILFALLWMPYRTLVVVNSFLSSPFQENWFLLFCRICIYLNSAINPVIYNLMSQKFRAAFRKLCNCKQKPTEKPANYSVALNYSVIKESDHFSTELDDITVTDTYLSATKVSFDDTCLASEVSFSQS
#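 Fluo-8-loaded TRHR cells; 10 s baseline, compound added, kinetic Ca2+ fluorescence read 1/s, agonist mode.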
# RXFP1 antag: antagonists of human relaxin receptor RXFP1; Q9HBX9; HEK293-RXFP1, relaxin-stimulated cAMP HTRF, 30 min; active compounds read low; activity change, negative = inhibition, % at 57.5 µM; 350,000 compounds, 0.59% hits; AID 1259400;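 active = activity change of -60% or lower, but not beyond a set lower limit; inconclusive = change between -60% and -40%, or beyond the set limit; inactive = change above -40%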; note: % is set by controls: 0 for no effect and ±100 for the full control effect
# D1 antag: human D1 dopamine receptor antagonism. HEK293 TREx D1 cells, calcium flux, dopamine EC80; active compounds read low. 360,000 compounds, 3.2% hits. P21728. activity change, negative = inhibition, % at 10 µM; in the data active = activity change below about -30%; note: % is set by controls: 0 for no effect and ±100 for the full control effect
#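 Allosteric or orthosteric antagonism assessed as attenuation of the calcium response to EC80 dopamine, added 180 s after compound, in induced HEK293 Trex D1 cells loaded with no-wash calcium dye.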
# TRHR enhancer: allosterically enhances the human TRH receptor; enhancement, % at 2 µM; AID 493056; P34981; TRHR cells, fluo-8 calcium fluorescence, EC20 TRH enhancement; 360,000 compounds, 0.66% hits; in the data active = enhancement above about 30%; note: 0% is about no effect
#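 TRHR-expressing cells loaded with fluo-8 calcium dye were read kinetically (ex 480/em 530) during compound addition, then stimulated with an EC20 of TRH (10 nM final). Enhancement of the Gq-mediated intracellular calcium response was scored.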
# RXFP1 agonist: RXFP1 (human) receptor agonism | HEK293T-RXFP1 cAMP TR-FRET, 30 min; response scale: percent of porcine relaxin response, buffer zero | Potency, µM (series often up to 57.5 µM), without a hit: top-dose activation, hits mostly activators | Q9HBX9 | 370,000 compounds, 0.3% hits; note: potency is the fitted concentration of half-maximal effect; % is set by controls: 0 for no effect and ±100 for the full control effect; nearly all actives have a fitted effect of over 60% in size; many of its hits are not listed in these tables
#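 cAMP rise read by TR-FRET after 30 min, 37C compound exposure (up to 58 uM) in RXFP1-transfected HEK293 cells with Ro 20174 present. EC50 from Hill-equation fits, with 29 nM porcine relaxin as 100% and buffer as basal.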
# D2 potentiator: positively modulates the human D2 dopamine receptor allosterically; 340,000 compounds, 0.34% hits; potentiation, % at 10 µM; AID 485347; HEK293 T-REx D2, calcium flux, EC20 dopamine potentiation;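 active = potentiation over 3 SD above the plate norm, cut at about 30% in these data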; note: 0% is about no effect
#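 Potentiation of an EC20 dopamine calcium response measured kinetically over 180 s, after a preceding 180 s compound-only read flagging agonists. Cells: inducible Hek293 Trex D2 line, 4000/well, cultured overnight at 30 C before dye loading.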
# * hit, by the source's call; ? = inconclusive; / = no result given; & = joins results of further samples; [ ] = dose if it differs, or a comment. Unless noted, calls come from the whole dose curve; as a rule, active = well fitted curve in the direction sought with a large enough effect; inconclusive = small, poorly fitted or top-dose-only effect, or another doubt; inactive = no such curve, though single readings can be large; an effect the other way counts as inactive or inconclusive.
1	O=c1c2ccccc2nc(/C=C/c2ccccn2)n1-c1ccccc1
2	Clc1ccccc1CN1CCNCC1
3	CC1CCSP(=O)(Oc2ccccc2)O1 (stereo unspecified)
4	NC(N)=N/N=C/c1cn(-c2ccccc2)nc1-c1cccs1
5	COC(=O)C1=C(c2cccc(C#N)c2)C[C@@H]2CC[C@H]1N2C(=O)NC(C)C

assay / entry,1,2,3,4,5
Apoferritin bind,0.8%,-2.7%,6.1%,-7.0%,/
D1 agonist,-0.1,9.6,2.6,5.5,-2.2
D1 potentiator,-2.1,-5.9,1.4,-2.9,-0.3
TRHR ag,0.0,0.5,2.7,0.4,0.4
RXFP1 antag,-0.5,-12.1,-31.6,-17.1,/
D1 antag,-6.0,1.3,4.4,-4.5,/
TRHR enhancer,11.1,-6.2,-3.8,5.0,-0.7
RXFP1 agonist,-0.7%,0.3%,-3.1%,-0.6%,1.1%
D2 potentiator,15.4,-6.5,5.9,9.3,1.9

6	CSc1ncc(CN2CCCC(C(=O)c3cccc(Cl)c3)C2)cn1 (stereo unspecified)
7	COC(=O)C1=C(N)Oc2cc(C)oc(=O)c2C12C(=O)Nc1ccccc12 (stereo unspecified)
8	CC(C)CC(NC(=O)CCCNC(=O)CCC(=O)OC1O[C@H]2OC3(C)CC[C@H]4[C@H](C)CCC(C1C)C24OO3)C(=O)O (stereo partly specified)
9	CC(C)C(=O)Nc1nnc(CCN(CCc2nnc(NC(=O)C(C)C)s2)[N+](=O)[O-])s1
10	CCOc1ccc(-c2cc(C)[n+](CCN3CCOCC3)c(-c3ccc(OCC)cc3)c2)cc1

assay / entry,6,7,8,9,10
Apoferritin bind,-15.1%,-8.8%,4.1%,-3.3%,0.8%
D1 agonist,0.0,3.0,2.9,4.4,0.7
D1 potentiator,-3.3,-5.8,-1.8,0.0,-2.5
TRHR ag,-0.4,-0.1,0.0,-0.1,0.1
RXFP1 antag,-22.1,0.9,-18.2,2.3,-14.9
D1 antag,3.0,13.8,10.0,-3.4,9.7
TRHR enhancer,-2.6,2.2,-1.9,-1.9,4.4
RXFP1 agonist,1.3%,0.4%,1.9%,-0.9%,5.3%
D2 potentiator,-9.5,3.5,/,6.2,16.0

11	Cc1cccc(OP(=O)(Oc2ccccc2)OC(c2ccccc2)C(F)(F)F)c1 (stereo unspecified)
12	COc1ccc(CC2(CCc3ccncc3)C(=O)NC(=O)NC2=O)c(OC)c1
13	COC(=O)C1=C(c2ccc(-c3ccccc3)c(F)c2)C[C@@H]2CC[C@H]1N2C(=O)NC1CC1
14	CC(C)OS(C)(=O)=O
15	CCOc1ccc(NC(=O)Cn2cc(C(=O)c3ccccc3)c3ccccc32)cc1

assay / entry,11,12,13,14,15
Apoferritin bind,64.0%[activator],-2.4%,/,/,-13.9%
D1 agonist,12.0,2.4,0.0,3.7,1.3
D1 potentiator,-3.7,-2.5,-4.1,-3.1,2.6
TRHR ag,-0.2,-0.5,-0.6,-0.1,1.2
RXFP1 antag,-6.3,7.3,/,/,-11.5
D1 antag,3.2,-0.2,-8.9,/,10.2
TRHR enhancer,-2.0,-5.7,4.7,-2.6,5.3
RXFP1 agonist,2.9%,-0.9%,0.2%,1.9%,-1.5%
D2 potentiator,-0.6,-12.0,-6.8,/,0.9

# A draw from above in order of number of heavy atoms, ascending:
14	CC(C)OS(C)(=O)=O
4	NC(N)=N/N=C/c1cn(-c2ccccc2)nc1-c1cccs1
6	CSc1ncc(CN2CCCC(C(=O)c3cccc(Cl)c3)C2)cn1 (stereo unspecified)
1	O=c1c2ccccc2nc(/C=C/c2ccccn2)n1-c1ccccc1
5	COC(=O)C1=C(c2cccc(C#N)c2)C[C@@H]2CC[C@H]1N2C(=O)NC(C)C
12	COc1ccc(CC2(CCc3ccncc3)C(=O)NC(=O)NC2=O)c(OC)c1
11	Cc1cccc(OP(=O)(Oc2ccccc2)OC(c2ccccc2)C(F)(F)F)c1 (stereo unspecified)

assay / entry,14,4,6,1,5,12,11
Apoferritin bind,/,-7.0%,-15.1%,0.8%,/,-2.4%,64.0%[activator]
D1 agonist,3.7,5.5,0.0,-0.1,-2.2,2.4,12.0
D1 potentiator,-3.1,-2.9,-3.3,-2.1,-0.3,-2.5,-3.7
TRHR ag,-0.1,0.4,-0.4,0.0,0.4,-0.5,-0.2
RXFP1 antag,/,-17.1,-22.1,-0.5,/,7.3,-6.3
D1 antag,/,-4.5,3.0,-6.0,/,-0.2,3.2
TRHR enhancer,-2.6,5.0,-2.6,11.1,-0.7,-5.7,-2.0
RXFP1 agonist,1.9%,-0.6%,1.3%,-0.7%,1.1%,-0.9%,2.9%
D2 potentiator,/,9.3,-9.5,15.4,1.9,-12.0,-0.6

9	CC(C)C(=O)Nc1nnc(CCN(CCc2nnc(NC(=O)C(C)C)s2)[N+](=O)[O-])s1
13	COC(=O)C1=C(c2ccc(-c3ccccc3)c(F)c2)C[C@@H]2CC[C@H]1N2C(=O)NC1CC1
8	CC(C)CC(NC(=O)CCCNC(=O)CCC(=O)OC1O[C@H]2OC3(C)CC[C@H]4[C@H](C)CCC(C1C)C24OO3)C(=O)O (stereo partly specified)

assay / entry,9,13,8
Apoferritin bind,-3.3%,/,4.1%
D1 agonist,4.4,0.0,2.9
D1 potentiator,0.0,-4.1,-1.8
TRHR ag,-0.1,-0.6,0.0
RXFP1 antag,2.3,/,-18.2
D1 antag,-3.4,-8.9,10.0
TRHR enhancer,-1.9,4.7,-1.9
RXFP1 agonist,-0.9%,0.2%,1.9%
D2 potentiator,6.2,-6.8,/

# (list continues)
16	CCN1C(=O)/C(=C/c2ccc(N(CC)CC)cc2OC)C(=O)NC1=S
17	O=C(N=Nc1c(O)[nH]c(=O)[nH]c1=O)C1COc2cc3ccccc3cc2O1 (stereo unspecified)
18	C=Cn1ccnc1P(=S)(c1ccc(N(C)C)cc1)c1nccn1C=C
19	Cc1cc(NC(=O)CCl)on1
20	CC1=C(C(=O)OC(C)C)[C@]2(C(=O)N(CC(N)=O)c3ccccc32)C(C#N)=C(N)O1

assay / entry,16,17,18,19,20
Apoferritin bind,?,2.2%,-11.9%,-3.7%,-6.1%
D1 agonist,2.2,4.2,0.1,4.9,0.0
D1 potentiator,-1.3,1.1,0.8,-8.0,-2.4
TRHR ag,0.4,-0.7,-0.3,3.7,0.7
RXFP1 antag,-6.9,3.2,2.0,-4.7,0.7
D1 antag,-2.5,7.4,-2.3,-22.2,9.7
TRHR enhancer,-2.0,2.1,-1.5,5.7,1.5
RXFP1 agonist,4.7%,-1.2%,-1.8%,0.1%,2.1%
D2 potentiator,/,13.2,0.0,2.3,-4.0

21	O=C(O)c1ccccc1-c1ccc(C=C2C(=O)N(c3ccccc3)C(=S)N(c3ccccc3)C2=O)o1
22	CCC(C)C1N=C(c2ccccc2)c2cc(Cl)ccc2N(CC(=O)NCc2ccco2)C1=O (stereo unspecified)
23	O=C1NC(=O)N(c2ccccc2F)C(=O)/C1=C/c1ccc(Oc2ccc([N+](=O)[O-])cn2)cc1
24	COc1c(C)cc(C(=O)C2CCCN(Cc3cccc(O)c3)C2)cc1C (stereo unspecified)
25	COc1ccc(OC)c(NC(=O)Cn2cc(C(=O)c3ccccc3F)c3ccccc32)c1
26	CC1=C2C3OC(=O)C(C)C3CC[C@@]2(C)C=CC1=O (stereo partly specified)

assay / entry,21,22,23,24,25,26
Apoferritin bind,-16.9%,-2.5%,-19.9%,?,-1.5%,-13.4%&-6.0%
D1 agonist,0.9,1.6,2.5,3.6,3.4,2.7
D1 potentiator,2.1,/,-0.2,-7.7,-3.9,1.4
TRHR ag,0.6,0.7,-0.1,-0.2,-0.5,1.8
RXFP1 antag,-28.4,/,-6.1,-5.6,/,/
D1 antag,-8.1,-1.9,-14.6,7.1,-32.9*,16.5
TRHR enhancer,-2.6,0.1,0.2,1.6,3.1,-3.1
RXFP1 agonist,1.6%,2.0%,-0.5%,-0.8%,-0.5%,2.1%
D2 potentiator,/,-1.3,/,1.2,-5.7,9.7

# A portion of the library. The share of hits here may be higher or lower than overall.
